FN deposit inh – fibronectin deposition inhibition; AH1F fibroblasts, Alexa488-fibronectin deposition fluorescence, overnight; inhibition, % at 12.6 µM; 350,000 tested, 0.086% active; AID 743247;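 active = mean inhibition across replicates of 30% or more, regardless of how many single replicates reach that level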;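 also: positive control wells lacked labelled fibronectin entirely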
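Material: AH1F fibroblast monolayer depositing Alexa488-labelled fibronectin into matrix / Amount: 10000 AH1F cells per well / Signal: fluorescence 485/525 nm / Medium: DMEM, 2% serum / Compound: single dose, pinned / Incubation: 1 h cell adhesion before compound, then overnight fibronectin incubation / Reagent: Alexa488-FN, 24 nM final / Read-out: inhibition of fibronectin deposition signal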
PglD DTNB – PglD (C. jejuni) enzyme inhibition; purified PglD enzyme, DTNB colorimetric CoA detection; inhibition, % at 12.5 µM; 360,000 tested, 0.098% active; in the data active = inhibition above about 16%, passing the limit was not always enough; also: strong numbers were not always called active
Cneo AK release – causes C. neoformans cell lysis. 360,000 tested, 0.2% active. lysis activity, % at 15 µM. adenylate kinase release luminescence, 4 h; normalised: neutral wells 0, clomiphene wells 100;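 active = mean lysis activity across replicates of at least 80%, whatever share of replicates individually reach that level; inactive = mean lysis activity below 80%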
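Signal: Adenylate kinase release luminescence | Assay system: Log-phase Cryptococcus neoformans yeast cells | Input: Cells at 5 × 10^6 per mL | Buffer or medium: Fresh YPD growth medium | Compound: Single dose | Schedule: Static 4 h at 37 °C with compound, 1 h detection | Controls: Clomiphene | Read-out: Luminescence rise reflecting yeast cell lysis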
PGC1a acetyl inh – lowers PGC1a acetylation signal in U2OS cells; AlphaScreen anti-acetyl-lysine; with virally co-expressed GCN5 acetyltransferase; inhibition, % at 15.6 µM; 350,000 tested, 0.17% active; AID 651687;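 active = every replicate shows inhibition of at least 40%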;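 also: 0% = neutral control wells and 100% = positive control wells; some results beyond the cut were filed as inactive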
miR-122 sensor – blocks miR-122 activity in Huh7 sensor cells; Huh7 miR-122 Renilla luciferase sensor, 48 h; neutral wells = 0, positive control = 100; activation (reporter increase), % at 12.5 µM; AID 602342; 340,000 tested, 0.3% active;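 active = mean replicate activation score at least 90 and every replicate individually at or above 90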;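 also: higher luciferase means less miR-122 activity so hits act as miR-122 inhibitors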
F508del corr – correctors of CFTR F508del function in bronchial epithelial cells; 350,000 tested, 0.36% active; CFBE cells, YFP halide quenching; stimulated with forskolin plus potentiator P3; % fluorescence drop versus neutral controls; activity (quench increase), % at 7.58 µM;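 active = mean added fluorescence quench of at least 8% versus neutral control, with both replicates also reaching 8%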;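 also: cells transiently co-express mutant CFTR-F508del with the halide-sensitive YFP; corrector assay measuring rescue of mutant channel to the surface after 24 h compound exposure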
GSIS activator – primary screen for activators of insulin secretion dependent on glucose, INS-1E cells, GLuc reporter luminescence; INS-1E GLuc reporter insulin secretion, 2-3 h; activation, % at 16.6 µM; 370,000 tested, 0.61% active;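 active = lowest replicate activation of at least 40%, so every replicate reaches that level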;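 also: 0% = median of neutral control wells and 100% = median of IBMX positive control wells; some compounds called inactive have numbers as strong as hits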
Statin myotox sup – protects C2C12 myotubes from simvastatin toxicity. 330,000 tested, 0.78% active. rescue of ATP level, % at 7.49 µM. ATP luminescence, 48 h; scaled: DMSO 0, geranylgeraniol control 100;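 active = mean ATP rescue above about 67%, or every replicate alone reaching that limit, limit read from the data, passing the limit was not always enough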;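 also: myotubes were challenged with 10 µM simvastatin during compound exposure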
Numbers without * were called inactive; / = no result given; & = joins results of further samples; [ ] = another dose, or the depositor's remark.

Compound	FN deposit inh	PglD DTNB	Cneo AK release	PGC1a acetyl inh	miR-122 sensor	F508del corr	GSIS activator	Statin myotox sup
COC(=O)C1CCN(Cc2ccc(OCCCN3CCN(c4ccc([N+](=O)[O-])cc4)CC3)cc2)CC1	-5	/	/	-1	/	0.5	-20	/
O=C(C[C@H]1C[C@@H]2c3cc(NC(=O)NC4CCCC4)ccc3O[C@@H]2[C@H](CO)O1)NCCc1ccccc1	-4	-1	5	0	-3[16.7 µM]	0.3	11	0
O=C(CNCc1cccs1)Nc1ccc(OC(F)(F)F)cc1	-4	1	0	-10	6	1.9	-22	-1
COc1ccc2oc(=N)c(C(=O)Nc3ccc(Cl)cc3)cc2c1	-5	8	-4	8	1	5.8	-4	-4
Cc1ccc(C)c(-n2c(Cc3cccs3)n[nH]c2=S)c1	0	2	-1	/	4	-1.9	4	-1
Cc1onc(C(=O)Nc2ccccc2C(F)(F)F)c1[N+](=O)[O-]	-28	2	0	-5	9	-2.7	18	11
CN1CCN(c2cnn(-c3ccccc3)c(=O)c2Br)CC1	-5	1	3	4	-2	1.1	11	0
CC(=O)Nc1ccc(NC(=O)c2ccc(-n3c(C)ccc3C)cc2)cc1	6	-8	1	/	-1	/	16	5
NC(=NCCc1ccccc1)NS(=O)(=O)c1ccccc1	5	8	4	-14	2	/	21	/
COc1cccc(N2CCN(CC(=O)Nc3nnc(-c4ccccc4)s3)CC2)c1	/	-11	0	5	1	/	/	-10
Cc1cccc(OCCOC(=O)c2ccc(F)c(S(=O)(=O)N3CCOCC3)c2)c1	0	-2	-2	-3	3	3.4	/	-4
CCc1noc(C)c1C(=O)N(CC)CC(=O)NCc1ccc(Cl)cc1	0	1	1	-4	/	1.2	8	-7
CS(=O)(=O)N1[C@@H](C#N)[C@@H](c2ccc(C#CC3CCCCC3)cc2)[C@@H]1CO	10	2	-1	-3	/	-1.7	8	-17
O=C(CC1OC(=O)c2ccccc21)NNC(=O)c1ccc(F)cc1 (stereo not given)	-6	-1	0	-5	-2	-1.5	/	3
CCOC(=O)C1=CN(Cc2cccc(F)c2)S(=O)(=O)N(CC)C1c1ccc2ccccc2c1 (stereo not given)	5	-6	0	4	-6	1.0	-8	-16
COc1ccc(-c2cc(C)no2)cc1S(=O)(=O)N1CCOc2ccc(C)cc21	5	-7	0	-38	3	2.0	-36	-3
CO[C@@H]1CN(C)C(=O)c2cc(NC(=O)Cc3ccccc3)ccc2OC[C@H](C)N(C(=O)c2ccccc2F)C[C@@H]1C	-3	-4	-2	-5	/	-2.9	-12	-12
CCNC(=S)Nc1ccc(S(=O)(=O)Nc2cc(C)nc(C)n2)cc1	4	4	-1	/	-3	2.9	7	-4
Cc1ccc2[nH]c(=O)c(CN(CC3CCCO3)C(=O)c3cccs3)cc2c1 (stereo not given)	-4	-2	1	-1	8	-3.2	156*	-7
CCOC(=O)C1CCN(C(=O)C2CCN(c3nn4c(=O)cc(C)nc4s3)CC2)CC1	-7	-3	0	3	-6	-2.0	6	7
O=C(Nc1cccnc1Cl)C1c2ccccc2Oc2ccccc21	/	-1	-4	-4	-17	/	-17	18
Cc1cc(C)cc(NC(=O)c2ccc(CNc3c(N4CCCC4)c(=O)c3=O)cc2)c1	-10	-2	-1	-9	6	1.3	-14	/
COc1cc(OC)cc(C(=O)OCC(=O)Nc2ccc(F)cc2F)c1	10	-1	-5	-8	-1	-1.2	-3	10
CCC(=O)N1[C@H](C(=O)NC2CCC2)[C@@H](CO)[C@@H]2Cn3c(ccc(C4=CCCC4)c3=O)[C@@H]21	-4	12	-3	/	0[16.7 µM]	-0.7	7	4
CCS(=O)(=O)NCC[C@@H]1CC[C@H](NS(=O)(=O)c2cccc(Cl)c2)[C@H](CO)O1	/	0	7	-4	-11[16.7 µM]	-1.4	-11	5
C/C=C/c1cnc2c(c1)C(=O)N([C@@H](C)CO)C[C@H](C)[C@H](CN(C)C(=O)NC1CCCCC1)O2	1	-2	11	0	5[16.7 µM]	0.7	4	-20
C[C@@H]1CN([C@@H](C)CO)C(=O)c2cc(C#Cc3ccccn3)cnc2O[C@H]1CN(C)Cc1cccnc1	/	3	3	-5	-9[16.7 µM]	-0.9	4	7
Cc1noc(C)c1S(=O)(=O)Nc1ccc2c(c1)C(=O)N([C@H](C)CO)C[C@@H](C)[C@@H](CN(C)Cc1ccc(Cl)c(Cl)c1)O2	/	0	1	-2	5[16.7 µM]	-1.0	-15	/
COc1ccccc1N(CC(=O)NCCSCc1ccc(C)cc1)S(=O)(=O)c1ccccc1	8	-1	-1	-9	3	4.9	-35	-21
CCC(CO)Oc1cc(NC(=O)c2ccccc2F)c2ncn(C(C)C)c2c1 (stereo not given)	3	5&3	0	4	-6	-0.4	-15	9
O=C(Nc1cccc(Cl)c1)c1cccnn1	2	4	0	7	-5	-3.2	-4	-2
C[C@@H]1CN([C@H](C)CO)C(=O)Cc2cc(NC(=O)Nc3ccc(C(F)(F)F)cc3)ccc2O[C@H]1CN(C)S(C)(=O)=O	/	-2	67	0	8[16.7 µM]	1.2	13	19
O=C(NC1CCN(C(=S)Nc2ccc(Cl)cc2)CC1)C1CCCCC1	2	/	/	1	-1	-0.7	-1	11
CN1CCN(C(=O)C[C@@H]2CC[C@@H](NC(=O)c3ccc4c(c3)OCO4)[C@H](CO)O2)CC1	-10	5	48	9	1[16.7 µM]	2.6	11	3
CCn1nc(C)cc1C(=O)N1CCCC(Nc2ccc(C(C)C)cc2)C1 (stereo not given)	-8	-3	0	6	7	0.1	9	/
CCOCCCNC(=O)CN1C(=O)CSc2ccccc21	2	-5	-4	17	4	-1.8	2	-8
Fc1ccc(NC(=S)NN=Cc2ccccc2Cl)cc1	2	-3	4	7	/	-5.4	-30	6
C[C@@H]1CN([C@@H](C)CO)C(=O)c2cccc(NC(=O)NC3CCCCC3)c2O[C@H]1CN(C)Cc1ccc(C(F)(F)F)cc1	3	-1	2	-9	5[16.7 µM]	-2.0	-15	/
Cc1ccccc1C1CCCN(C(=O)c2cc(COc3c(F)cccc3F)on2)C1 (stereo not given)	1	-2	1	2	1	-2.8	-10	-4
CCOc1ccc(S(=O)(=O)Nc2ccccn2)c2ccccc12	/	-2	-9	/	35	-2.1	8	2
O=C(O)C1C2CCC(C2)C1C(=O)NCc1ccco1 (stereo not given)	/	6	-2	17	11	/	/	/
C[C@H](CO)N1C[C@H](C)[C@H](CN(C)CC2CCOCC2)Oc2cc(C3=CCCC3)ccc2S1(=O)=O	/	2	8	-10	/	4.5	-13	7
COc1ccc(NC(=O)C(F)(OC)C(F)(F)F)c(OC)c1 (stereo not given)	/	0	-1	4	/	0.3	8	-26
C[C@@H]1CCCCO[C@H](CN(C)S(=O)(=O)c2cn(C)cn2)[C@@H](C)CN([C@@H](C)CO)C(=O)c2cc(NS(=O)(=O)c3cn(C)cn3)ccc2O1	0	1	2	-8	4[16.7 µM]	-1.1	22	/
CC(=O)c1ccccc1C(=O)N1CCCC(C(=O)c2ccc(C(F)(F)F)cc2)C1 (stereo not given)	-15	-6	2	-4	25	-0.3	-25	2
CC1=C(C(=O)Nc2ccccc2F)C(c2cccs2)NC(=S)N1 (stereo not given)	-7	/	/	6	5	4.4	0	/
CCn1c(=O)c(CCC(=O)NCCN2CCOCC2)c(C)c2c(C)nn(-c3ccccc3)c21	7	0	0	-9	0	0.7	-2	-8
CN(C)CCn1cnc2c1c(=O)n(C)c(=O)n2C	-3	-2	0	-2	/	-3.0	8	-2
N=C1C(c2nc(-c3ccc(Cl)cc3)cs2)=C(O)CN1CCCN1CCOCC1	/	-6	-3	-3	0	/	/	60
Cc1ccc(OCCn2cnc3ccccc3c2=O)c([N+](=O)[O-])c1	10	/	/	-1	-12	-4.8	10	5
CC1(C)CC(=O)C=C(c2cccc(Cl)c2O)C1	11	2	1	/	-10	1.3	1	8
COC(=O)c1ccc(NC(=O)CN2CCN(c3ccccc3C)CC2)cc1	/	2	4	16	6	2.6	-19	-47
COc1ccc(OCC(=O)OCC(=O)c2ccc(OC)c(F)c2)cc1	-4	1	1	1	-12	-5.6	/	7
COc1ccc(S(=O)(=O)Nc2cccc3c2O[C@@H](CN(C)S(=O)(=O)c2ccc(Cl)cc2)[C@H](C)CN([C@@H](C)CO)C3=O)cc1	/	0	-1	0	7[16.7 µM]	-0.9	13	-10
CC1CCCCN1S(=O)(=O)c1ccccc1[N+](=O)[O-] (stereo not given)	3	0	-4	0	1	-0.7	0	-5
CC1CC(C)CN(S(=O)(=O)N2CCCC(C(=O)NCCc3ccc(Cl)cc3)C2)C1 (stereo not given)	6	-4	-2	-8	3	0.8	-17	-16
Cc1ccc(C)c(NCCCCC(=O)O)c1	1	0	2	-2	3	-1.2	1	5
C[C@@H]1CN([C@@H](C)CO)C(=O)Cc2cc(NC(=O)Cn3cnnn3)ccc2O[C@H]1CN(C)Cc1ccc(Cl)c(Cl)c1	3	4	50	0	-9[16.7 µM]	-4.2	-2	31
COCCCNC(=O)c1cc(S(=O)(=O)N2CCC3(CC2)OCCO3)ccc1F	-4	-7	-2	0	-10	-0.4	-5	6
Cn1nc(-c2ccccc2)c(/C=N/O)c1Cl	1	/	/	-4	/	1.7	22	/

More compounds.
Compound	FN deposit inh	PglD DTNB	Cneo AK release	PGC1a acetyl inh	miR-122 sensor	F508del corr	GSIS activator	Statin myotox sup
O=C(c1cccc(F)c1)N1CCN(Cc2cccc(Br)c2)CC1	16	-2	-1	8	-4	1.6	/	-1
Cn1c(SCC(=O)c2ccccc2)nnc1-c1cccnc1	-3	1	-1	/	12	/	/	8
Cc1ccc(S(=O)(=O)N(C)C[C@H]2OCCCC[C@@H](C)Oc3ccc(NC(=O)Nc4ccc(C(F)(F)F)cc4)cc3C(=O)N([C@H](C)CO)C[C@@H]2C)cc1	-16	2	4	2	-6[16.7 µM]	2.5	1	/
COCc1nc2ccccc2n1Cc1ccccc1	11	-4	1	-3	-1	/	/	2
CC(=O)NC(c1ccccc1)c1nc(-c2cc(F)cc(F)c2)cs1 (stereo not given)	-15	-1	-1	/	0	-1.7	4	1
Cc1cccc(OCC(=O)NCCN2CCOCC2)c1	/	-1	0	/	-4	/	/	4
Cc1ccc(C(=O)NC(=S)NNC(=O)COc2ccc([N+](=O)[O-])cc2)cc1	6	6	-4	/	-1	-0.6	13	-8

Part of the list above, with each value named:
Cn1c(SCC(=O)c2ccccc2)nnc1-c1cccnc1
  FN deposit inh: -3	PglD DTNB: 1	Cneo AK release: -1	PGC1a acetyl inh: /	miR-122 sensor: 12	F508del corr: /	GSIS activator: /	Statin myotox sup: 8

Cc1ccc(C(=O)NC(=S)NNC(=O)COc2ccc([N+](=O)[O-])cc2)cc1
  FN deposit inh: 6	PglD DTNB: 6	Cneo AK release: -4	PGC1a acetyl inh: /	miR-122 sensor: -1	F508del corr: -0.6	GSIS activator: 13	Statin myotox sup: -8

Cc1ccc(S(=O)(=O)N(C)C[C@H]2OCCCC[C@@H](C)Oc3ccc(NC(=O)Nc4ccc(C(F)(F)F)cc4)cc3C(=O)N([C@H](C)CO)C[C@@H]2C)cc1
  FN deposit inh: -16	PglD DTNB: 2	Cneo AK release: 4	PGC1a acetyl inh: 2	miR-122 sensor: -6[16.7 µM]	F508del corr: 2.5	GSIS activator: 1	Statin myotox sup: /

COCc1nc2ccccc2n1Cc1ccccc1
  FN deposit inh: 11	PglD DTNB: -4	Cneo AK release: 1	PGC1a acetyl inh: -3	miR-122 sensor: -1	F508del corr: /	GSIS activator: /	Statin myotox sup: 2

Bioassay records deposited in PubChem by Broad Institute.
